APE1 inh: APE1 (human) endonuclease inhibition; AID 2517; 350,000 compounds, 0.35% hits; recombinant APE1, TAMRA/BHQ-2 abasic DNA cleavage fluorescence; Potency, µM (highest dose often 65.8 µM), for the others: at the highest dose activity change, negative = inhibition, most hits filed as inhibitors;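 also: plate controls were vehicle for no effect and reference inhibitor for full effect; nearly all actives have a fitted effect of over 55% in size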
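Kinetic fluorescence read (525 ex/598 em nm, three reads 60 s apart) of AP-site incision; signal = third minus first read. Enzyme 0.75 nM, dual-labelled THF duplex 50 nM, compound preincubation 15 min RT.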
BAZ2B inh: inhibitors of human BAZ2B bromodomain. Q9UIF8. AlphaScreen BAZ2B-H3K14Ac peptide displacement. Potency, µM (top dose mostly 114 µM), for the others: at the highest dose activity change, negative = inhibition, usual class: inhibitors. 360,000 compounds, 4.4% hits; also: % is scaled to controls: 0 for no effect and ±100 for the full control effect; nearly all actives have a fitted effect of over 60% in size
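AlphaScreen luminescence quantifies BAZ2B engagement of H3K14Ac peptide; the protein and biotinylated peptide are both at 50 nM final, buffer PBS pH 7.4 with 0.01% Tween-20, all steps at room temperature.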
POLB inh: DNA polymerase beta (human) inhibition; Potency, µM (highest dose often 114 µM), inactives show top-dose activity change, negative = inhibition, hits mostly inhibitors; Pol beta primer extension/strand displacement, fluorescence kinetic; P06746; 340,000 compounds, 1.3% hits; also: % is scaled to controls: 0 for no effect and ±100 for the full control effect
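Homogeneous kinetic assay of primer extension and strand displacement by 10 nM Pol beta, preincubated 15 min at room temperature with compound before 50 nM substrate (final) was added. Read at 0 and 10 min; four-parameter Hill fit.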
JMJD2A Tudor: blocks the human JMJD2A Tudor domain; 390,000 compounds, 4.4% hits; O75164; Potency, µM (series often up to 114 µM), inactives show at the highest dose activity change, negative = inhibition, hits mostly inhibitors; AlphaScreen JMJD2A-Tudor / H3K4me3 peptide binding; also: % is scaled to controls: 0 for no effect and ±100 for the full control effect; nearly all actives have a fitted effect of over 50% in size
POLK inh: DNA polymerase kappa (human) inhibition. 400,000 compounds, 0.53% hits. purified Pol kappa, fluorescent DNA synthesis assay, 10 min. AID 588579. Potency, µM (series often up to 107 µM), without a hit: top-dose activity, negative = inhibition, usual class: inhibitors. Q9UBT6; also: % is scaled to controls: 0 for no effect and ±100 for the full control effect
Target sequence (Q9UBT6 whole entry, looked up): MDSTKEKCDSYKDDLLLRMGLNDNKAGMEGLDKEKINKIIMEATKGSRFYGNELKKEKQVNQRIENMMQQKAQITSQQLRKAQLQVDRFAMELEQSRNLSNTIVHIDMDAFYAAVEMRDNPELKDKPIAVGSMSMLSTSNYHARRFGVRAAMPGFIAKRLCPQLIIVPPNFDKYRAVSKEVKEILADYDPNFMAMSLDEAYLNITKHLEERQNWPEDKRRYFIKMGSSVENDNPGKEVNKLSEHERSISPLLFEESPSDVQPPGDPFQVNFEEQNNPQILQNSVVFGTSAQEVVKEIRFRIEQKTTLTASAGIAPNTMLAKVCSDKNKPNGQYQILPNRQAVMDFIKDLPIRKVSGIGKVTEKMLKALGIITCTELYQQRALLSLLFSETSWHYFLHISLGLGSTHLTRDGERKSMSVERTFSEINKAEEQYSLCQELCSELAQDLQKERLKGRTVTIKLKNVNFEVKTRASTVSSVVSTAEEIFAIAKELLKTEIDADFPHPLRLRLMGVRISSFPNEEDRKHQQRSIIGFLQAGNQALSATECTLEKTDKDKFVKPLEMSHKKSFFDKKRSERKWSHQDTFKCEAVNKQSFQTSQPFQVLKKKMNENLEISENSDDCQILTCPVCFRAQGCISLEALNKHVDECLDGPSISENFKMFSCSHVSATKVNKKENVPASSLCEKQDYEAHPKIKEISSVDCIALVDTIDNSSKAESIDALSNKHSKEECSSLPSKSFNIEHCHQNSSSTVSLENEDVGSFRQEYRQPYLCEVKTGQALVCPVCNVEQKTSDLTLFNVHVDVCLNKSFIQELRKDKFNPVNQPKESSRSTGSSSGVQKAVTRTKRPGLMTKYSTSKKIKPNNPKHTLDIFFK
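Readout: fluorescence, taken kinetically at 0 and 10 min. Conditions: 10 nM Pol kappa, 15 min RT compound preincubation, 50 nM substrate final. Controls: enzyme-free buffer wells.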
BLM helicase inh: inhibitors of human Bloom syndrome helicase BLM; P54132; recombinant BLM DNA unwinding, fluorescence dequenching; Potency, µM (highest dose often 56.1 µM), for inactives: at the highest dose activity change, negative = inhibition, most hits filed as inhibitors; 350,000 compounds, 0.2% hits; AID 2528;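 also: plate controls were vehicle for no effect and no enzyme for full effect; nearly all actives have a fitted effect of over 35% in size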
POLH inh: DNA polymerase eta (human) inhibition. Q9Y253. recombinant Pol eta, fluorescent DNA replication assay. Potency, µM (highest dose often 114 µM), inactives show at the highest dose activity change, negative = inhibition, actives largely listed as inhibitors. 390,000 compounds, 1.2% hits; also: % is scaled to controls: 0 for no effect and ±100 for the full control effect
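Fluorescent replication assay: 50 nM final substrate added after a 15 min room-temperature compound preincubation with 10 nM enzyme. Signal taken at 0 min and again at 10 min.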
Pol iota inh: blocks human DNA polymerase iota activity; Pol iota fluorescent replication assay, 10 min; Potency, µM (top dose mostly 115 µM), inactives show top-dose activity, negative = inhibition, hits mostly inhibitors; 390,000 compounds, 1% hits
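Pol iota at 10 nM preincubated 15 min with compounds at room temperature; reaction started with fluorescent substrate, 50 nM final. Fluorescence read kinetically at 0 and 10 min; buffer-only wells as negative control.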
G9a inh: blocks human histone lysine methyltransferase G9a. Q96KQ7. G9a H3K9 monomethylation, AlphaScreen, 2 h. Potency, µM (series often up to 102 µM), inactives show at the top dose activity, negative = inhibition, hits mostly inhibitors. 350,000 compounds, 8.8% hits; also: % is scaled to controls: 0 for no effect and ±100 for the full control effect; nearly all actives have a fitted effect of over 75% in size
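G9a (20 nM) was preincubated 15 min with compound, then reacted 2 h at room temperature with 500 nM biotin-H3K9 peptide and 20 µM SAM. Monomethyl-H3K9 detected by AlphaScreen using anti-H3K9me1 antibody.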
The depositor's hits bear a star; ? = inconclusive; . = no result given; & = joins results of further samples; [ ] = dose if it differs, or a comment. Calls follow the shape of the dose curve; as a rule, active = well fitted curve in the direction sought with a large enough effect; inconclusive = small, poorly fitted or top-dose-only effect, or another doubt; inactive = no such curve, though single readings can be large; an effect the other way counts as inactive or inconclusive. Potency is read from the fitted curve at half-maximal effect.

APE1 inh	BAZ2B inh	smiles	POLB inh	JMJD2A Tudor	POLK inh	BLM helicase inh	POLH inh	Pol iota inh	G9a inh
3%	-2%	COc1ccc(-n2nnnc2Sc2ccc(S(=O)(=O)N3CCOCC3)cn2)cc1	8%	22µM*	-24%	0%	6%	7%	1.8µM*
-14%	-8%	CC1CCN(C(=O)C2CCCN(S(=O)(=O)c3ccc4c(c3)CC(C)N4C(=O)C3CC3)C2)CC1 (stereo not given)	2%	-32%	3%	-2%	-1%	2%	.
-1%	-12%	Cc1ccc(C)c(NS(=O)(=O)c2ccc(OCC(=O)NCC3CCCO3)cc2)c1 (stereo not given)	19%	1%	-1%	1%	8%	53%[activator]	-10%
-1%	-2%	COc1ccc(-c2cc(C(=O)N3CCc4ccccc4C3)no2)cc1	-12%	-4%	-4%	-9%	-9%	-20%	18%[59 µM]
-5%	?	Cc1ccccc1SCc1noc(C(=O)NC(C)C)c1C(=O)O	27%	-25%	-7%	0%	2%	-2%	27%[0.501 µM]
.	.	COc1ccccc1C(=O)Nc1ccnn1C1CCN(C(=O)c2ccoc2)CC1	.	-14%	-5%	.	-5%	15%	.
17%	.	O=C(CSc1ccccc1C(=O)N1CCN(c2ccc([N+](=O)[O-])cc2)CC1)N1CCCC1	.	-27%	-14%	.	-15%	58%[activator]	.
0%	-18%	Cc1ccc(-c2ccc(C(=O)NCCCNC(=O)c3cnccn3)o2)cc1Cl	9%	-28%	10%	-5%	-13%	-10%	?
-31%[12.4 µM]	?	O=c1oc2ccccc2c2c1C1O[C@](c3ccsc3)(Cc3c1ccc1ccccc31)O2	13µM*	.	.	-5%[12.4 µM]	.	.	.
3%	6%	CC(Oc1ccc(Cl)cc1Cl)C(=O)Nc1ncccn1 (stereo not given)	-1%	-6%	-16%	-8%	-7%	30%	?

By substructure: the entries above containing a carbonyl joined to an NH by a bond outside any ring (5)
APE1 inh	BAZ2B inh	smiles	POLB inh	JMJD2A Tudor	POLK inh	BLM helicase inh	POLH inh	Pol iota inh	G9a inh
-1%	-12%	Cc1ccc(C)c(NS(=O)(=O)c2ccc(OCC(=O)NCC3CCCO3)cc2)c1 (stereo not given)	19%	1%	-1%	1%	8%	53%[activator]	-10%
-5%	?	Cc1ccccc1SCc1noc(C(=O)NC(C)C)c1C(=O)O	27%	-25%	-7%	0%	2%	-2%	27%[0.501 µM]
.	.	COc1ccccc1C(=O)Nc1ccnn1C1CCN(C(=O)c2ccoc2)CC1	.	-14%	-5%	.	-5%	15%	.
0%	-18%	Cc1ccc(-c2ccc(C(=O)NCCCNC(=O)c3cnccn3)o2)cc1Cl	9%	-28%	10%	-5%	-13%	-10%	?
3%	6%	CC(Oc1ccc(Cl)cc1Cl)C(=O)Nc1ncccn1 (stereo not given)	-1%	-6%	-16%	-8%	-7%	30%	?

Carrying on:
APE1 inh	BAZ2B inh	smiles	POLB inh	JMJD2A Tudor	POLK inh	BLM helicase inh	POLH inh	Pol iota inh	G9a inh
2%	1%	Cc1sc2ncnc(N3CCC(C(=O)Nc4ccc(Cl)c(Cl)c4)CC3)c2c1C	.	-5%	2%	.	-14%	12%	-1%[12.7 µM]
21%[12.4 µM]	-19%	COc1ccc(-c2csc(NC(=O)CSc3nc4ccccc4c(=O)[nH]3)n2)cc1	-29%	-27%	?	-15%	?	35µM*	-3%[59 µM]
-7%	-14%	Cn1c(CC(=O)Nc2ccccc2F)nnc1SCC(=O)NC1=NCCS1	50%	-14%	-12%	-2%	-8%	-3%	7%
20%	1%	CCOC(=O)c1sc(NC(=O)c2ccc(Br)o2)cc1C	7%	-16%	-5%	-2%	-4%	3%	-16%
1%	17%	COc1ccc2[nH]c(=O)c(CN(C(=O)c3ccccn3)C3CCCCC3)cc2c1	2%	7%	-1%	3%	-11%	-4%	28µM*
67%[activator]	79µM*	COc1ccccc1CNC(=O)c1ccc2ccccc2n1	-15%	-6%	-3%	-7%	-14%	59%[activator]	10%
58%	-20%	O=C(CN1C(=O)c2cccnc2Oc2ccc(Cl)cc21)N1CCCCCC1	10%	-1%	5%	-2%	-5%	5%	6%
.	-21%	COc1cc(OC)cc(C(=O)NCC(c2cccs2)S(=O)(=O)c2ccc(F)c(C)c2)c1 (stereo not given)	-39%	-2%	-3%[60.1 µM]	-7%	12%	-20%	2%[12.7 µM]
0%&8%	-17%	O=C(Nc1ccc(O)c2c(=O)cc(-c3ccccc3Cl)oc12)c1cccs1	27%	-29%&-9%	-25%&-12%	0%&-1%	-21%	-2%&17%	13%[59 µM]
-9%	-5%	COc1ccc(NC2CC(=O)N(CCc3ccccc3)C2=O)cc1 (stereo not given)	-1%	-12%	-9%	4%	-14%	3%	-17%[59 µM]
4%	-3%	Cc1cc(C)c(NC(=O)CCCN2CCOCC2)c(C)c1	1%	-17%	-23%	-3%	-9%	?	-8%[12.7 µM]
-1%	6%	COc1cc(C2C(C(=O)c3ccc(C)o3)=C(O)C(=O)N2c2cc(C)on2)cc(OC)c1OC (stereo not given)	12%	-2%	-6%	-5%	2%	15%	0%[59 µM]
-1%	-37%	O=C(Cc1ccccc1)n1nc(-c2ccco2)nc1SCc1ccccc1	0%	89µM*	-1%	-5%	-4%	?	27%[12.7 µM]
2%	-2%	CC(C)CNC(=O)COC(=O)Cc1ccc(Cl)cc1	0%	10%	-10%	6%	-19%	67%[activator]	-2%
2%	43%[activator][57.1 µM]	COc1ccc(NS(=O)(=O)CC23CCC(CC2=O)C3(C)C)cc1 (stereo not given)	20%	-4%	-6%	-5%	4%	14%	24%[59 µM]
-9%	-37%	O=C1CC(O)(c2ccccc2)C(c2ccccc2)=C1c1ccccc1 (stereo not given)	-2%	?	2%	-9%	-1%	10%	-11%[59 µM]
9%	-2%	CN(Cc1ccccc1)c1ncnc(N)c1[N+](=O)[O-]	18%	-22%	-11%	0%	7%	22%	-14%
20%	7%	CC1(C)C/C(=N\O)c2cc3c(nc2C1)CCCC3	-2%	-14%	-12%	-9%	4%	321%[activator]	-10%[12.7 µM]
-1%	?	CCN(CCn1cccn1)Cc1c(C(=O)N2C[C@@H](C)O[C@@H](C)C2)nc2ccc(Cl)cn12	-13%	-12%	2%	-1%	-8%	40%[activator]	-2%
6%	-5%	COc1ccc(C(=O)NCc2ccc(C(=O)NCC(OC)OC)cc2)cc1OC	1%	6%	2%	-2%	-18%	115%[activator]	50%[59 µM]
6%	4%	c1ccc(-n2nnnc2NCCCN2CCOCC2)cc1	25%	-12%	-12%	-2%	-21%	13%	3%[59 µM]
-1%	-4%	CC(C)(C)C(=O)Nc1ccc(C(=O)NNC(=O)Cc2ccccc2)cc1	-1%	-8%	-14%	0%	-20%	4%	23%[59 µM]
7%[21 µM]	.	C[C@@H]1[C@H](C)CC[C@@]2(C(=O)O)CC[C@]3(C)C(=CC[C@H]4[C@@]5(C)CC[C@@H](O)C(C)(C)[C@@H]5CC[C@@]43C)[C@@H]12	.	.	-14%[12 µM]	1%[21.4 µM]	.	.	8%[21.5 µM]
.	50µM*	C=Cc1ccc(Cn2c(C(=O)O)c(CNCc3ccccc3)c3ccc(C)cc32)cc1	8%	?	-19%	-12%	-1%	1%	?
2%	9%	CCOc1ccc(CCNC(=O)C2CCCN(c3nn4c(=O)cc(C)nc4s3)C2)cc1 (stereo not given)	-1%	-3%	-19%	0%	2%	11%	-2%[59 µM]
22%	-13%	CN1CCN(C(=O)NCC23CC4CC(CC(C4)C2)C3)CC1	13%	-4%	2%	0%	-23%	15%	.
4%	6%	O=C(O)CNC(=O)CCCn1nnc2ccccc2c1=O	0%	1%	0%	-1%	-10%	7%	-37%
?	?	Cc1ccc(Nc2ccc(N)cc2S(=O)(=O)O)cc1	?	-31%	-1%	-11%	40µM*	?	32µM*
2%	14%	O=C(Nc1ncnc2sc3c(c12)CCCCC3)c1ccco1	7%	-19%	-8%	0%	22µM*	-4%	5%[12.7 µM]
.	4%	C=CCc1c(C)nc2nc(SCC(=O)Nc3cccc(Cl)c3)nn2c1C	?	-14%	-7%[60.1 µM]	1%	-11%	41%[activator]	-18%[59 µM]
.	.	COc1ccc(CCC2(C)OCC(CCCCO)O2)cc1 (stereo not given)	.	-1%	-9%	.	3%	67%[activator]	.
.	.	CC1(c2nnc(-c3cccc(Cl)c3)o2)CC(c2cccc(Cl)c2)=NO1 (stereo not given)	.	-6%	-11%	.	-15%	6%	.
1%	5%	CCOc1cc(C)c(C(C)C)cc1S(=O)(=O)n1ccc(C)n1	3%	7%	-2%	-4%	-17%	0%	2%[12.7 µM]
-4%	?	COc1ccc(/C(C)=N/NC(=O)c2ccccc2N)cc1	-27%	-15%	-7%	-3%	-14%	27%	6%
15%	-3%	COc1ccc(/C(O)=C2/C(=O)C(=O)N(c3ccccn3)C2c2ccc(C(C)C)cc2)cc1 (stereo not given)	-1%	-22%	5%	-4%	?	-7%	?
0%	3%	CC(C)C(=O)N(c1ccc(F)cc1)C1C=CS(=O)(=O)C1 (stereo not given)	16%	-1%	1%	-1%	-13%	-24%	11%
18%	-26%	COc1ccc(NC(=O)Cn2c(=O)n(CC3CCCO3)c(=O)c3cc(OC)c(OC)cc32)c(OC)c1 (stereo not given)	?	-16%	-2%	-1%	-4%	-19%	-3%
3%	-6%	Cc1cc(C(=O)Nc2cccnc2)no1	13%	-3%	2%	5%	-6%	?	?
0%	-21%	CCOC(=O)c1c(NC(=O)CCCN2CCOCC2)sc2c1CC(C)(C)OC2	1%	-25%	0%	0%	6%	3%	?
3%	4%	CNc1nc(SC)nc(N2CCOCC2)n1	-15%	-2%	-13%	-1%	-8%	-7%	-20%[59 µM]
16%	3%	Cc1cc(C)cc(NC(=O)Cc2ccc(NC3=NC4CS(=O)(=O)CC4S3)cc2)c1 (stereo not given)	14%	-18%	-16%	1%	-6%	1%	.
.	-12%	Cc1nn(-c2ccccc2)c2c1N(CCCC(=O)NCc1ccc(OC(C)C)cc1)C(=O)CS2	11%	-25%	-19%	-5%	-5%	10%	6%[59 µM]
-1%	12%	COc1cc(NC(=O)CSc2nc3c(c(=O)[nH]2)CCCC3)cc(OC)c1OC	2%	-3%	1%	-3%	-16%	111%[activator]	-34%

Only part of the results is shown; rates above refer to the full screens.
